NCI-60 one-dose screen, 48 h, at 10 µM unless noted. Numbers give growth in % (100 = growth as untreated, 0 = no growth, -100 = all killed).
UACC-257 – UACC-257 melanoma. AID 1794764. 78,000 compounds, 4.4% hits
M14 – M14 melanoma; 80,000 compounds, 6.2% hits; AID 1794745
MDA-MB-435 – MDA-MB-435 melanoma | 82,000 compounds, 7.8% hits | AID 1794794
SK-MEL-28 – SK-MEL-28 melanoma | 81,000 compounds, 4.1% hits
UACC-62 – UACC-62 melanoma | 81,000 compounds, 5.4% hits
SK-MEL-2 – SK-MEL-2 melanoma | 77,000 compounds, 4.7% hits
MALME-3M – MALME-3M melanoma; 78,000 compounds, 5.8% hits
SK-MEL-5 – SK-MEL-5 melanoma; 80,000 compounds, 6.4% hits; AID 1794755
* marks the source's active call; other numbers are inactive results; . = not tested or not shown; & = joins results of further samples. Rule for the calls: active = growth percent below 10; inactive = the rest.

1	COC(=O)c1nc(-c2ccccc2)oc1S(=O)(=O)n1nc(-c2ccccc2)cc1N
2	N#CC(C#N)N=Nc1ccc(Cl)cc1
3	CN(C)CCc1c[nH]c2ccc(CS(=O)(=O)N3CCCC3)cc12
4	CCCN1CC(c2ccc(OC)c(OC)c2)=C(c2c[nH]c3ccccc23)C1=O
5	CCC(=O)NC(O)C(Cl)(Cl)C(C)Cl (centres undefined)
6	NC(=O)c1cc(Cl)ccc1NC(=O)c1ccccc1-c1ccccc1
7	COC(=O)c1ccc(CSc2nnc(-c3c(C)nc4ccc(Br)cn34)o2)cc1
8	O=C(/C=C/c1cn(-c2ccccc2)nc1-c1ccccc1)OCc1cn(-c2ccc([N+](=O)[O-])cc2)nn1
compound no.	1	2	3	4	5	6	7	8
UACC-257	52	21	97	107	93	69	105	44
M14	76	60	106	99	99	-24*	113	87
MDA-MB-435	64	80	95	105	97	-64*	103	97
SK-MEL-28	90	42	111	110	104	42	110	97
UACC-62	95	.	102	78	98	19	94	79
SK-MEL-2	86	77	104	99	106	-12*	111	94
MALME-3M	2.2*	16	106	101	87	30	110	68
SK-MEL-5	95	80	99	90	98	26	99	67

9	c1ccc(Cc2nnc3n2CCC(c2ccccc2)S3)cc1 (centres undefined)
10	O=C(O)c1ccc(-n2cc(CNc3ccc(Br)cc3)c(-c3ccc(F)cc3)n2)cc1
11	Cc1nn(-c2ccccc2)c(N2CCOCC2)c1-c1nc2ccccc2[nH]1
12	Cc1ccc(C(=O)NN2C(=O)/C(=C/C=C/c3ccc([N+](=O)[O-])o3)SC2=S)cc1
13	Cc1ccc(Nc2nc(-c3ccc(O)cc3)nc3n[nH]c(Nc4ccccc4)c23)cc1
14	CCSc1nc(-c2cccnc2)cc(-c2ccc(OC)c(OC)c2)c1C#N
15	CCCCC(O)Cn1ncc(C(=O)N/N=C\c2ccc(OC(F)F)c(OC)c2)c1N (centres undefined)
16	CCOC(=O)c1cc(C(=O)c2ccc(Br)cc2)n2ccc(/C=C/c3ccn4c(C(=O)c5ccc(OC)cc5)cc(C(=O)OCC)c4c3)cc12
compound no.	9	10	11	12	13	14	15	16
UACC-257	96	98	107	-82*	51	114	108	95
M14	105	.	97	-71*	35	92	110	100
MDA-MB-435	103	100	94	-66*	23	95	109	100
SK-MEL-28	104	102	102	-94*	75	91	114	105
UACC-62	101	75	91	-92*	27	93	91	98
SK-MEL-2	123	101	109	-90*	35	108	118	96
MALME-3M	.	96	89	-98*	56	77	118	98
SK-MEL-5	95	85	95	-100*	41	84	94	100

17	COc1cc2c(cc1OCCCN1CCN(CCCOc3cc4c(cc3OC)C(=O)N3CCC[C@H]3C=N4)CC1)C=CC(C)(C)O2
18	COC(=O)c1ccc(C(=O)Nc2cccc(-c3cc(=O)c4c(OC)c(OC)c(OC)cc4o3)c2)cc1
19	CCCCN(CCCC)Cc1c(C)[nH]c2cc(OC)ccc2c1=O
20	O=C(Nc1ccn(C2OC(CO)C(O)C2O)c(=O)n1)c1ccccc1 (centres undefined)
21	O=C(CCC1CCCCC1)OCCCl
22	O=c1c(-c2n[nH]c(=S)n2-c2ccccc2)cnc2nc[nH]n12
23	CN(N=O)C(=O)N[C@@H]1[C@@H](O)[C@H](O)[C@@H](CO)O[C@@H]1O
24	O=C1CCC(Nc2cccc(Cl)c2)N1 (centres undefined)
compound no.	17	18	19	20	21	22	23	24
UACC-257	-62*	98	95	89	101	119	106	103
M14	-74*	101	102	118	109	97	117	106
MDA-MB-435	-73*	100	104	104	107	103	108	101
SK-MEL-28	-100*	106	112	105	108	110	110	109
UACC-62	1.3*	86	101	104	101	99	.	96
SK-MEL-2	-77*	89	110	113	108	101	111	103
MALME-3M	-89*	101	98	115	104	90	115	100
SK-MEL-5	-100*	90	101	112	96	98	103	101

25	Cc1cnc(C(=O)NNc2nc3sc4c(c3c(=O)n2C)C(C)CCC4)cn1 (centres undefined)
26	C/C(=N/NC(N)=O)c1ccc2c3c(cc(Br)c2c1)CCCC3
27	C=C[C@H]1CCC/C=C/[C@@H]2C[C@H](O)C[C@H]2[C@H](O)/C=C/C(=O)O1
28	COC(=O)c1ccc2oc(NC(=O)c3ccc(Nc4ccc([N+](=O)[O-])cc4C)c([N+](=O)[O-])c3)nc2c1
29	O=C1c2ccccc2C(O)(c2ccc(Cl)cc2)c2ccc(Cl)cc21 (centres undefined)
30	CCCCCCCCCCCCCCC(C(=O)OCC)C(=O)OCC
31	O=C(O)C#Cc1ccccc1
32	CC1=C(C(=O)N=C(N)C(Cl)(Cl)Cl)SCCO1
compound no.	25	26	27	28	29	30	31	32
UACC-257	-11*	106	4.7*	103	97	106	100	97
M14	-16*	106	-11*	110	93	108	102	97
MDA-MB-435	7.0*	87	15	100	109	96	126	105
SK-MEL-28	8.4*	115	7.5*	108	98	102	107	113
UACC-62	-21*	82	5.6*	100	66	101	102	101
SK-MEL-2	-6.1*	102	-38*	101	93	112	.	.
MALME-3M	-22*	110	-46*	100	94	93	.	92
SK-MEL-5	-54*	98	-78*	94	102	99	91	102

13 entries already listed, sorted by formula weight, falling.
18	COC(=O)c1ccc(C(=O)Nc2cccc(-c3cc(=O)c4c(OC)c(OC)c(OC)cc4o3)c2)cc1
25	Cc1cnc(C(=O)NNc2nc3sc4c(c3c(=O)n2C)C(C)CCC4)cn1 (centres undefined)
30	CCCCCCCCCCCCCCC(C(=O)OCC)C(=O)OCC
29	O=C1c2ccccc2C(O)(c2ccc(Cl)cc2)c2ccc(Cl)cc21 (centres undefined)
20	O=C(Nc1ccn(C2OC(CO)C(O)C2O)c(=O)n1)c1ccccc1 (centres undefined)
19	CCCCN(CCCC)Cc1c(C)[nH]c2cc(OC)ccc2c1=O
22	O=c1c(-c2n[nH]c(=S)n2-c2ccccc2)cnc2nc[nH]n12
32	CC1=C(C(=O)N=C(N)C(Cl)(Cl)Cl)SCCO1
27	C=C[C@H]1CCC/C=C/[C@@H]2C[C@H](O)C[C@H]2[C@H](O)/C=C/C(=O)O1
23	CN(N=O)C(=O)N[C@@H]1[C@@H](O)[C@H](O)[C@@H](CO)O[C@@H]1O
compound no.	18	25	30	29	20	19	22	32	27	23
UACC-257	98	-11*	106	97	89	95	119	97	4.7*	106
M14	101	-16*	108	93	118	102	97	97	-11*	117
MDA-MB-435	100	7.0*	96	109	104	104	103	105	15	108
SK-MEL-28	106	8.4*	102	98	105	112	110	113	7.5*	110
UACC-62	86	-21*	101	66	104	101	99	101	5.6*	.
SK-MEL-2	89	-6.1*	112	93	113	110	101	.	-38*	111
MALME-3M	101	-22*	93	94	115	98	90	92	-46*	115
SK-MEL-5	90	-54*	99	102	112	101	98	102	-78*	103

21	O=C(CCC1CCCCC1)OCCCl
24	O=C1CCC(Nc2cccc(Cl)c2)N1 (centres undefined)
31	O=C(O)C#Cc1ccccc1
compound no.	21	24	31
UACC-257	101	103	100
M14	109	106	102
MDA-MB-435	107	101	126
SK-MEL-28	108	109	107
UACC-62	101	96	102
SK-MEL-2	108	103	.
MALME-3M	104	100	.
SK-MEL-5	96	101	91

Next part:
33	c1ccc(Cc2cc(-c3cc(Cc4ccccc4)[nH]n3)n[nH]2)cc1
34	Cc1ccnc(NS(=O)(=O)c2ccc(N=Nc3c(N)nc(N)nc3N)cc2)n1
35	CCOC(=O)c1sc(/N=C2\NC(=O)/C(=C/c3cn(C)c4ccccc34)S2)nc1C
36	N#Cc1cnn(C(=O)c2ccccc2Br)c1NC(=O)c1ccc(Cl)cc1Cl
37	CC(=C/c1ccccc1)/C=N/Nc1ccc(S(=O)(=O)c2ccc(N/N=C/C(C)=C\c3ccccc3)cc2)cc1
38	Cc1nn(-c2ccccc2)c(N2CCCCC2)c1/C=N/NC(=O)Cn1c(=O)sc2ccccc21
39	Cc1[nH]c(C2CC(c3ccccc3)=NN2c2ccc(Cl)cc2)c(C)c1C(=O)O (centres undefined)
40	Fc1ccc(Nc2nnc(-c3cc(F)c(F)c(F)c3)o2)cc1Cl
compound no.	33	34	35	36	37	38	39	40
UACC-257	102	107	110	96	105	95	100	110
M14	101	108	104	92	90	72	96	104
MDA-MB-435	54	110	104	102	108	88	100	111
SK-MEL-28	110	108	100	107	106	114	105	119
UACC-62	49	.	102	101	97	64	97	91
SK-MEL-2	103	120	102	112	96	89	97	112
MALME-3M	99	99	91	94	81	101	100	106
SK-MEL-5	97	101	107	100	106	74	98	102

41	Cc1cc(C)c2c(c1)N1OC(C2)C[C@H]1/C=C/c1ccccc1 (some centres undefined)
42	Cc1ccc(S(=O)(=O)N(CC[C@@H]2C[C@H]2c2cc3ccccc3o2)C(=O)c2cccnc2)cc1
43	CNC[C@H](O)c1cccc(O)c1
44	CCCCCc1ccc(S(=O)(=O)N(C(C)=O)c2cc(-c3csc(N(C)C(C)=O)n3)ccc2N2CCN(C)CC2)cc1
45	CC(C)CC(NC(=O)CCCCCl)C(=O)O (centres undefined)
46	O=CC1(C2(C=O)c3ccccc3-c3ccccc32)c2ccccc2-c2ccccc21
47	O=C1OCCCCCCCCCC#Cc2ccccc21
48	Cc1nc(Cc2ccccc2)sc1CC#N
compound no.	41	42	43	44	45	46	47	48
UACC-257	113	89	111	-34*	102	-76*	124	102
M14	104	89	99	-78*	111	-67*	109	102
MDA-MB-435	87	95	109	-97*	106	-58*	104	108
SK-MEL-28	104	97	118	-94*	100	-38*	110	120
UACC-62	88	68	.	-88*	107	-61*	99	92
SK-MEL-2	.	97	111	35	124	-44*	109	101
MALME-3M	103	96	123	-93*	102	-72*	146	111
SK-MEL-5	94	91	110	-16*	.	-84*	89	106

49	O=C1NC(=O)C(=C2CCCCC2)N1
50	COc1ccc(-n2c(SCc3n[nH]c(=S)n3C(=O)c3ccc(Br)cc3)nc3ccc(Cl)cc3c2=O)cc1
51	COc1ccccc1/C(C)=N/NC(=O)CSc1nc2ccccc2c(=O)n1CCc1ccc(S(N)(=O)=O)cc1
52	Fc1cc(F)cc(C(c2c[nH]c3ccccc23)c2c[nH]c3ccccc23)c1
53	CCCCCCCCC1OC1CCCCCCCC(=O)O (centres undefined)
54	CC(O)c1cnc(/C=C2\SC(=S)N(Cc3ccccc3)C2=O)s1 (centres undefined)
55	Cc1ccc(S(=O)(=O)c2ccc(C)c([N+](=O)[O-])c2)cc1[N+](=O)[O-]
56	COc1cc(NCCCCCCN)c2ncccc2c1OC
compound no.	49	50	51	52	53	54	55	56
UACC-257	92	100	105	100	95	73	104	95&105
M14	102	81	100	98	105	67	94	107&106
MDA-MB-435	91	77	103	103	107	25	105	117&117
SK-MEL-28	98	72	108	101	110	89	129	134&119
UACC-62	97	61	83	85	88	90	91	104&98
SK-MEL-2	98	.	107	59	103	69	102	106&86
MALME-3M	83	87	96	130	90	91	105	150
SK-MEL-5	105	70	92	88	98	89	97	103&114

57	CCN1CCN(C2=NC(=O)/C(=C\c3ccccc3)S2)CC1
58	O=C(Nc1ccc(NC(=O)Oc2cccc3ccccc23)c2c1C(=O)c1ccccc1C2=O)Oc1cccc2ccccc12
59	Cc1ccc(-n2nnc3c(sc4ccccc43)c2=O)cc1
60	CCCNC(=O)Oc1ccc(/C(=C(\C)c2ccccc2)c2ccc(OCCCN(C)C)cc2)cc1
61	C=C(C)[C@@H]1CC[C@]2(C(=O)N3CCN(CC)CC3)CC[C@]3(C)[C@H](CC[C@@H]4[C@@](C)(CCC(=O)N5CCN(CC)CC5)[C@H](C(=C)C)CC[C@]43C)[C@@H]12
62	O=C1CCc2cccc(O)c2N1
63	CCCCCCCCn1ccc2cc(NC(=O)CN3CCN(c4cc(C)nc(N5CCCCCC5)n4)CC3)ccc21
64	C[C@]12CC[C@H]3[C@@H](CC[C@H]4C[C@@H](O)CC[C@@]43C)[C@@H]1CC(=O)C2
compound no.	57	58	59	60	61	62	63	64
UACC-257	100	89	83	8.5*	19	103	96	104
M14	98	95	83	25	36	107	79	108
MDA-MB-435	102	104	59	63	70	105	96	116
SK-MEL-28	103	121	90	71	56	113	93	113
UACC-62	99	87	85	54	51	109	75	88
SK-MEL-2	99	88	83	93	90	109	97	103
MALME-3M	96	97	68	41	43	110	82	163
SK-MEL-5	102	81	77	86	45	109	95	111

65	O=[N+]([O-])c1ccc(COP(=O)(OCc2ccc([N+](=O)[O-])cc2)OCc2ccc([N+](=O)[O-])cc2)cc1
66	O=c1ncc(-c2ccc(C(F)(F)F)cc2)c(NC2CCCCCC2)[nH]1
67	O=c1c2ccccc2c2ccccc2c(=O)n1Nc1ccccc1
68	CC1=CN2C(=NC3=C(CCCC/C3=C\c3ccccc3)C2c2ccccc2)S1 (centres undefined)
69	O=C(CCCCCCN1CC(=O)N2[C@@H](c3ccc([N+](=O)[O-])cc3)c3[nH]c4ccccc4c3C[C@H]2C1=O)NO
70	COc1cc(CNC(=O)C[C@H](C)CCC=C(C)C)ccc1OCc1cn(-c2ccccc2[N+](=O)[O-])nn1
compound no.	65	66	67	68	69	70
UACC-257	108	.	86	.	92	71
M14	90	35	113	107	93	66
MDA-MB-435	87	45	97	100	101	75
SK-MEL-28	112	49	99	107	94	85
UACC-62	98	30	84	84	72	48
SK-MEL-2	.	51	116	.	108	66
MALME-3M	109	-26*	91	89	60	70
SK-MEL-5	100	21	101	.	95	16

High-throughput results as filed in PubChem.
